Screening results from PubChem.
NPSR antagonist: neuropeptide S receptor (human) antagonism, cAMP. CHO-NPSR cells, cAMP TR-FRET, antagonist mode. Potency, µM (series often up to 38.3 µM), for the others: at the highest dose activity change, negative = inhibition, actives largely listed as inhibitors. hit rate 1% among 220,000; also: potency is read from the fitted curve at half-maximal effect; % is scaled to controls: 0 for no effect and ±100 for the full control effect; nearly all actives have a fitted effect of over 50% in size; many of its hits are not listed in these tables
Target sequence (Q6W5P4 whole entry, looked up): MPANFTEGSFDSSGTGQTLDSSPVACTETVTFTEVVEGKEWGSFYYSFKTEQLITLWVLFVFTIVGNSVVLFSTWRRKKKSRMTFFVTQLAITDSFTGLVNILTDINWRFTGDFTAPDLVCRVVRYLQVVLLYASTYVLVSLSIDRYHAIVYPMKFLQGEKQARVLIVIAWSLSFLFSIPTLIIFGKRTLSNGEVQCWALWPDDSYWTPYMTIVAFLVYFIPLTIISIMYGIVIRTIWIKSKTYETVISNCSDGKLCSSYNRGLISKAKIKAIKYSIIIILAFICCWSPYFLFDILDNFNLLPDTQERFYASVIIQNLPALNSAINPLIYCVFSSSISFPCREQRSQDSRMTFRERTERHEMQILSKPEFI
IMPase Li cell: cell-permeable IMPase inhibitors with lithium potentiation; CHO-M1 cells, IP1 TR-FRET (IP-One), carbachol + lithium; Potency, µM (titrated, usually from 59.4 µM), without a hit: top-dose activity, negative = IMPase inhibition, most hits filed as inhibitors; hit rate 0.35% among 210,000; AID 1457;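 also: IP1 builds up when IMPase is blocked and the TR-FRET signal falls; potency is read from the fitted curve at half-maximal effect; plate controls were basal vehicle for no effect and high inhibitor control for full effect; nearly all actives have a fitted effect of over 50% in size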
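Steps: plate 2000 CHO-M1 cells per well and culture 16–30 h; add compound and lithium; incubate 30 min, 37C; add d2-IP1 tracer and Eu cryptate anti-IP1 antibody in lysis buffer; read after 10 min at room temperature.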
CBFb-RUNX1 inh: blocks binding between human CBF-beta and RUNX1; Q01196+Q13951; AlphaScreen CBFb-His/RUNX1-biotin binding, biochemical; Potency, µM (doses to about 59.8 µM), for the others: at the highest dose activity, negative = inhibition, most hits filed as inhibitors; 230,000 tested, under 10 active; AID 1477; also: % of control where 0% means no effect
Target sequence (Q01196 whole entry, looked up): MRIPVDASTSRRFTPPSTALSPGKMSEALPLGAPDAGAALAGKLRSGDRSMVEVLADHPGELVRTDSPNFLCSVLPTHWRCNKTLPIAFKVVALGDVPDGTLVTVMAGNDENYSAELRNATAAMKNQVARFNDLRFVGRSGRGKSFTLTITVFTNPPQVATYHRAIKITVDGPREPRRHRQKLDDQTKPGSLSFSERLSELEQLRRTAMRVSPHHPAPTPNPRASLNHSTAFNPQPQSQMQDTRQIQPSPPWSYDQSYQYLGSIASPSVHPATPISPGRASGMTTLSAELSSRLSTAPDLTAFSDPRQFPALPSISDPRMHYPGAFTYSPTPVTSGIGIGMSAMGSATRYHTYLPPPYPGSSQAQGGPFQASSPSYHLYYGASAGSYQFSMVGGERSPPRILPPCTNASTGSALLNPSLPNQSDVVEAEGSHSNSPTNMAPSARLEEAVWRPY
Target sequence (Q13951 whole entry, looked up): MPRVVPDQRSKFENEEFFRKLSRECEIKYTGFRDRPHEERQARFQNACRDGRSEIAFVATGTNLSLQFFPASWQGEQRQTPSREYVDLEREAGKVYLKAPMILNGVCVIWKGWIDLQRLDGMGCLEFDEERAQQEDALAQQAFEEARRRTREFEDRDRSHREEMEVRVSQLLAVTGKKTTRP
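Proteins preincubated together for 20 min at RT before compound addition; 15 min later, nickel and streptavidin beads were added and left 90 min prior to AlphaScreen measurement.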
Epigenetic derep: epigenetic control regulation, reporter derepression. murine LDR cells, GFP reporter derepression, 30 h. Potency, µM (highest dose often 53.9 µM), for inactives: at the top dose GFP activation, actives largely listed as activators. hit rate 0.2% among 280,000. AID 1865; also: potency is read from the fitted curve at half-maximal effect; % of control where 0% means no effect; nearly all actives have a fitted effect of over 60% in size
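Murine LDR cells carrying a silenced, genomically integrated CMV-driven GFP reporter were exposed to compound for 30 hours at 37 C. After PBS washes, GFP-positive cells (20–120 um objects) were counted by laser-scanning microplate cytometry.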
GLA spleen mod: inhibits or activates alpha-galactosidase in human spleen homogenate. P06280. human spleen homogenate, 4MU-alpha-Gal fluorescence, 40 min. Potency, µM (series often up to 80 µM), for inactives: at the top dose activity change, negative = inhibition, hits mostly inhibitors. hit rate 0.008% among 240,000;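 also: potency is read from the fitted curve at half-maximal effect; 0% = enzyme with vehicle and -100% = no enzyme basal signal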
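Human spleen homogenate (1 ug) was the enzyme source, with 4-methylumbelliferyl-alpha-D-galactopyranoside (1 mM final) in pH 5.0 citrate buffer with 0.01% Tween-20. Compounds were titrated; after 40 min at 37C, NaOH/glycine stop, 4-MU fluorescence read; AC50 from Hill fits.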
Luc counter: blocks Kinase-Glo luciferase, a counter-screen artifact. Kinase-Glo luciferase, ATP luminescence, 8 min. Potency, µM (top dose mostly 38.3 µM), for the others: at the highest dose activity change, negative = inhibition, hits mostly inhibitors. hit rate 0.28% among 200,000. AID 1379; also: potency is read from the fitted curve at half-maximal effect; % is scaled to controls: 0 for no effect and ±100 for the full control effect; nearly all actives have a fitted effect of over 60% in size
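Inhibition of Kinase-Glo luciferase light generation was assessed at 10 uM ATP in pH 7.2 imidazole buffer, with luminescence measured after eight minutes at ambient temperature.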
Lamin A splicing: LMNA splicing modulation; HeLa LMNA splicing GFP/RFP minigene ratio, 48 h; Potency, µM (highest dose often 46.1 µM), for the others: top-dose ratio change, negative = inhibition, hits mostly inhibitors; hit rate 0.01% among 200,000; AID 1487; active = well fitted inhibition curve with a large enough effect in the signal ratio, with a control signal flat, not every such curve was filed as active; inconclusive = small, poorly fitted or top-dose-only effect, or effect the other way, or a change in a side signal; the % refers to the signal ratio; also: potency is read from the fitted curve at half-maximal effect; % is scaled to controls: 0 for no effect and ±100 for the full control effect
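Read-out is the ratio of GFP to DsRed2 object intensity, acquired by 488 nm laser-scanning cytometry on HeLa lamin A-EGFP minigene reporter cells. Compound incubation 48 hrs at 37 °C in Opti-MEM with 2% FBS; DMSO 0.5% final.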
* marks the source's active call; other numbers are inactive results; u = inconclusive; x = no result given; & = joins results of further samples; [ ] = dose if it differs, or a comment. Unless noted, calls follow the shape of the dose curve; as a rule, active = well fitted curve in the direction sought with a large enough effect; inconclusive = small, poorly fitted or top-dose-only effect, or another doubt; inactive = no such curve, though single readings can be large; an effect the other way counts as inactive or inconclusive. A portion of the library; count on the stated rates, not on these rows.

Screens in order – NPSR antagonist, IMPase Li cell, CBFb-RUNX1 inh, Epigenetic derep, GLA spleen mod, Luc counter, Lamin A splicing
CSc1ccc(Cl)c(C(=O)OCC(=O)NCc2ccco2)c1
    -7.8%[46.1 µM], 19.1%[38.3 µM], -14.1%, -1.0%, 9.5%, -6.7%, 20.4%
Cc1ccc(S(=O)(=O)N(CC(=O)Nc2ccccc2C(=O)O)c2cccc(Cl)c2C)cc1
    -39.6%, 7.9%, -3.2%, -1.0%, 3.9%, -1.0%, u
O=C(c1ccc(Cl)c(S(=O)(=O)N2CCCCCC2)c1)N1CCN(c2ccccn2)CC1
    -22.8%[46.1 µM], 34.7%[activator][38.3 µM], -6.2%, 0.1%, -10.8%, -2.4%, u
O=C(NO)c1ccc(OC(F)F)cc1
    21.3%[46.1 µM], 8.5%[38.3 µM], 1.7%, -1.1%, 0.0%, -1.4%, -24.8%
CN(C)S(=O)(=O)c1ccc(C(=O)Nc2ccc(CN3CCCC3)cc2)cc1
    -5.8%[46.1 µM], 23.6%[38.3 µM], 1.6%, -1.2%, 3.6%, -1.3%, u
Oc1ccc(/C=N/N=C/c2ccc(O)cc2)cc1
    -9.3%, 8.8%, -1.9%, -1.1%, -3.4%, -1.1%, 4.0%[46 µM]
CS(=O)(=O)N(CC(=O)N/N=C/c1cccs1)c1cccc(Cl)c1Cl
    -15.8%[46.1 µM], 3.2%[38.3 µM], -0.7%, -1.4%, -5.6%, -3.9%, -1.6%
CC(=O)Nc1nc(COc2ccc3ccccc3c2)cs1
    7.2%[46.1 µM], -3.8%[38.3 µM], -0.7%, 1.5%, -0.8%, -2.6%, u
Cc1ccc2c(c1)[C@H]1OCC[C@H]1[C@@H](c1ccncc1)N2
    10.6%[46.1 µM], 8.8%[38.3 µM], 6.0%, 0.8%, 10.8%, -4.7%, -4.8%
Cc1ccc(C(=O)COC(=O)CCC(=O)Nc2cc(Cl)ccc2Cl)cc1[N+](=O)[O-]
    2.5%[46.1 µM], 8.2%[38.3 µM], 0.3%, -2.2%, 4.6%, 1.3%, 9.8%
CN(C)/C=N/c1sc2c(c1C#N)CCC2
    5.2%[46.1 µM], 1.5%[38.3 µM], -1.8%, -5.3%, 15.9%, -5.7%, 4.6%
C=CCN(CC=C)C(=O)c1c(OC)cccc1OC
    -5.2%, -9.2%, -0.2%, 1.9%, -10.7%, -1.2%, 0.7%
O=C(O)CCCC(=O)Nc1ccccc1C(=O)N1CCCC1
    11.5%[46.1 µM], -0.6%[38.3 µM], -8.1%, 3.4%, 2.4%, -0.6%, -0.9%
CN(C)c1ccc(/C=C(\C#N)c2ccccc2)cc1
    -15.1%, x, -28.7%, 1.1%, -6.7%, x, -11.8%[46 µM]
CSC1=NCCN1C(=O)c1ccc(S(=O)(=O)N2CCOCC2)cc1
    16.0%[46.1 µM], -16.6%[38.3 µM], -12.6%, 3.2%, u, -0.8%, -2.8%
O=C(c1cc(-c2ccc3c(c2)OCO3)on1)N1CCN(c2ccc(F)cc2)CC1
    -10.5%[46.1 µM], 2.3%[38.3 µM], 0.8%, 2.7%, -2.8%, 1.1%, 0.8%
O=C(N1CCOCC1)N1CCC(n2nnc3cc(F)ccc32)CC1
    -7.1%[46.1 µM], -5.5%, 6.8%, -0.9%, -4.6%, 7.6%, -2.7%
Cn1c2c(c(=O)n(C)c1=O)[C@@]1(C(=O)Nc3ccccc31)C(C#N)=C(N)O2
    -3.4%[46.1 µM], x, -8.2%, 10.3%, 4.2%, x, -14.0%
Cc1onc(-c2ccccc2)c1C(=O)Nc1nnc(-c2ccncc2)s1
    -7.8%[46.1 µM], -29.0%[38.3 µM], 10.0%, 0.0%, 1.3%, 0.7%, -20.1%
COC(=O)c1c(O)ccc(Oc2ccccc2)c1C(=O)OC
    -7.2%[46.1 µM], 26.3%[38.3 µM], 13.3%, -7.0%, 15.7%, -1.4%, -17.7%

Brought forward from above: 4 entries, then new ones.
Screens in order – NPSR antagonist, IMPase Li cell, CBFb-RUNX1 inh, Epigenetic derep, GLA spleen mod, Luc counter, Lamin A splicing
O=C(N1CCOCC1)N1CCC(n2nnc3cc(F)ccc32)CC1
    -7.1%[46.1 µM], -5.5%, 6.8%, -0.9%, -4.6%, 7.6%, -2.7%
Cn1c2c(c(=O)n(C)c1=O)[C@@]1(C(=O)Nc3ccccc31)C(C#N)=C(N)O2
    -3.4%[46.1 µM], x, -8.2%, 10.3%, 4.2%, x, -14.0%
Cc1onc(-c2ccccc2)c1C(=O)Nc1nnc(-c2ccncc2)s1
    -7.8%[46.1 µM], -29.0%[38.3 µM], 10.0%, 0.0%, 1.3%, 0.7%, -20.1%
COC(=O)c1c(O)ccc(Oc2ccccc2)c1C(=O)OC
    -7.2%[46.1 µM], 26.3%[38.3 µM], 13.3%, -7.0%, 15.7%, -1.4%, -17.7%
CN(c1ccc(C(=O)N2CCc3ccccc3C2)cc1)S(C)(=O)=O
    -12.7%[46.1 µM], 2.4%, 2.8%, -0.8%, 0.1%, -4.6%, -19.8%
COCCCN1CN(S(=O)(=O)c2cccs2)c2nc3ccccc3nc21
    13.6%, x, 1.6%, -2.1%, 5.0%, x, x
C[C@H](C[C@H](N)C(=O)O)C(=O)O
    x, 9.1%, 10.2%, 1.9%, 1.3%&3.7%, -0.4%, x
CCC1=Nc2cc(C(=O)NCc3ccco3)ccc2Sc2ccccc21
    -11.3%, 17.9%, -0.9%, 1.1%, -2.4%, -2.0%, u
Cc1cccc(C(=O)NC2CCN(C(=S)NCc3ccco3)CC2)c1
    -12.5%[46.1 µM], -6.7%[38.3 µM], -0.8%, 0.5%, -7.8%, -1.2%, -9.1%
O=C(O)CCc1ccc(-c2cccs2)n1NC(=O)c1ccccc1Br
    -21.6%[46.1 µM], 14.7%, 4.9%, -3.4%, -15.1%, 6.2%, -7.1%
O=C(C(Cc1ccccc1)n1cccc1)N1CCc2ccccc21 (stereo not given)
    -1.2%[46.1 µM], 44.7%[activator][38.3 µM], -10.5%, 2.4%, 1.3%, 0.0%, -9.3%
C/C(CC(=O)Nc1cccnc1)=N/NC(=O)COc1ccc(Cl)cc1Br
    0.0%, x, -8.8%, 0.1%, -7.3%, x, x
O=C1C(c2[nH]c3ccc(S(=O)(=O)O)cc3c2O)=Nc2ccc(S(=O)(=O)O)cc21
    x, 154.1%[activator], 4.1%, 1.5%, -4.9%, -2.6%[39.9 µM], x
Cc1ccc(CN2CCC(CO)(CC3CCCCO3)CC2)o1 (stereo not given)
    -6.3%, 13.3%, 6.0%, 0.0%, -8.5%, 1.0%, 10.3%[46 µM]
CCn1c(Oc2ccc(F)cc2)nc2c1c(=O)n(C)c(=O)n2C
    -1.3%, 2.6%, -5.4%, 1.5%, 0.4%, 0.9%, 19.8%[46 µM]
O=C(NCc1cccc(F)c1)c1ccc(N2C(=O)Cn3c(cc4sccc43)C2=O)cc1
    2.0%, -12.5%, -0.9%, -1.1%, -1.5%, -2.3%, -0.1%
O=C(CCC(=O)N1CCCc2ccccc21)N1CCN(S(=O)(=O)c2ccccc2)CC1
    -3.5%[46.1 µM], -7.9%[38.3 µM], -23.6%, -0.6%, -0.2%, 13.7%, -13.5%
CC(C)C(=O)Nc1nnc(Sc2ccc(N(C)C)cc2)s1
    -5.7%[46.1 µM], 14.5%[38.3 µM], -6.7%, 0.1%, 8.2%, -0.3%, -2.2%
CN1CCC(=NNC(=O)C(=O)NC2CCCC2)CC1
    -7.0%[46.1 µM], -10.8%[38.3 µM], -4.8%, -4.6%, -16.0%, 1.0%, 4.7%
COc1cc(C(=O)N2CCC(c3nc(-c4cccnc4)no3)CC2)cc(OC)c1OC
    -4.2%[46.1 µM], 12.7%[38.3 µM], 11.9%, 1.3%, -5.0%, 1.6%, -5.5%
CO[C@@H]1COC(=O)[C@H](C)NC(=O)[C@@H](C)COC(=O)CCC[C@H]1C
    x, x, 15.1%[13.1 µM], 0.8%[10.1 µM], -3.5%[17.5 µM], x, x
c1ccc(-c2ccc(CN3C[C@@H]4C(c5ccccc5)C5(c6cccnc6)CC4(C5)[C@H]3c3ccccc3)cc2)cc1 (stereo not given in full)
    -18.7%, 2.0%, 1.8%&0.9%, -0.1%&1.3%, -0.5%&2.2%, 0.1%, x
CCOC(=O)N1CCC(N2CC34C=CC(O3)C(C(=O)Nc3ccc(C(C)C)cc3)C4C2=O)CC1 (stereo not given)
    11.1%[46.1 µM], 1.8%[38.3 µM], -1.5%, 0.7%, -7.5%, 15.5%, -7.4%
O=C(COc1ccccc1)Nc1ccc(NC(=O)c2ccco2)cc1
    -6.5%, 0.7%, u, 3.4%, 1.7%, 7.7%, x
COc1cccc(C(C(=O)NC2CCCC2)N(CC2CCCO2)C(=O)Cc2cccs2)c1 (stereo not given)
    11.5%, 14.3%, 3.0%, 1.6%, 0.4%, -1.8%, -18.2%[46 µM]
COc1ccc(-n2c(=O)c3c(C)c(C)sc3n(Cc3ccc(F)cc3)c2=O)c(OC)c1
    -47.6%, 17.0%, -12.8%, 0.0%&-0.9%, -22.8%, 2.5%, u
CNc1nc(-c2ccoc2)nc2ccccc12
    x, -7.7%, x, x, 1.7%, x, u
Nn1c(SCC(=O)Nc2ccc3c(c2)OCO3)nnc1-c1ccncc1
    -8.5%[46.1 µM], -11.1%[38.3 µM], 1.4%, 0.0%, -0.2%, -3.2%, -4.9%
Cc1ccc(S(=O)(=O)N2CCC(=O)N(C(COCc3cccc(C(F)(F)F)c3)C(C)C)CC2)cc1 (stereo not given)
    -34.3%, 7.4%, 7.1%[2.36 µM], 9.7%, 6.7%, 3.7%, u
COc1ccc(/C=C2\CCCC3C2=NN(C(=O)c2scnc2C)C3c2ccc(OC)c(OC)c2)cc1OC (stereo not given)
    -26.0%[46.1 µM], 43.8%[38.3 µM], 7.5%, -3.2%, 1.1%, -5.4%, 0.6%
Cc1cccc(NC(=S)NCc2cccs2)c1C
    u, -24.8%[38.3 µM], 1.3%, -0.1%, -0.2%, -1.9%, -3.9%
CC(Oc1ccccc1)C(=O)OCC(=O)NC(=O)NCc1ccco1 (stereo not given)
    -13.9%[46.1 µM], -26.1%[38.3 µM], -6.8%, -0.9%, -1.6%, 10.4%, 5.9%
O=C(Nc1cccc2nsnc12)C1CC(=O)N(c2ccccc2)C1 (stereo not given)
    -1.0%[46.1 µM], 14.5%[38.3 µM], 2.0%, -1.9%, -1.3%, 2.5%, 7.6%
